KLF5 inh – KLF5 expression inhibitors, primary screen, DLD-1 cells, luminescence; DLD-1 KLF5 promoter-luciferase reporter; 290,000 compounds, 0.23% hits; AID 1700, 2009; inhibition, % at 5 µM;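 active means inhibition above a per-plate limit of that plate's mean compound inhibition plus 3 SD, cut at about 60% in these data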;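 further: 0% = DMSO wells and 100% = LY294002 at 200 µM; higher means less KLF5 promoter-driven luciferase light; inactives centre near -14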
HSF1 activator – HSF-1 activators, primary screen, NIH3T3-HGL cells, MG132 stress, luminescence, single point. NIH3T3-HGL HSF-1 luciferase reporter, 8 h; 100% = twice DMSO control signal. activation, % at 9 µM. 300,000 compounds, 1.7% hits. AID 504408, 2011;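 active means mean replicate activation of at least 50% with a set share of replicates each reaching 50%; inconclusive means only one of those two conditions met; inactive means mean below 50% and too few replicates reaching it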;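 further: 0% = median of the neutral control wells and 100% = twice that signal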
HSF1 inh – HSF1 inhibitors in luciferase reporter cells, primary screen, cell-based, NIH3T3, luminescence | NIH3T3-HGL HSE-luciferase, MG132-induced, luminescence 8 h; hits give low values | activity change, negative = inhibition, % at 7.5 µM (by protocol) | 300,000 compounds, 0.77% hits;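 active means more than half of replicate wells show activity change below -50%, luminescence cut by over half; inconclusive means some wells, but at most half, below -50%; inactive means no replicate well below -50%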;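 further: luciferase reports HSF-1 transcriptional activity via heat shock element; 0% = median of DMSO wells and -100% = zero luminescence signal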
HSP90 inh – HSP90 inhibitors, primary screen, cell lysate, luminescence. Heat shock protein HSP 90 (rabbit reticulocyte lysate; luciferase refolding). Rabbit reticulocyte lysate, luciferase refolding luminescence, 3 h. inhibition, % at 5.6 µM. 290,000 compounds, 0.91% hits;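 active means inhibition above the screen-wide mean plus 3 SD, computed separately per campaign, cut at about 16% in these data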;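 further: 0% = DMSO wells and 100% = 60 µM geldanamycin wells; inhibitors lower the luminescence because luciferase stays unfolded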
AI-2 QS mod – Vibrio harveyi AI-2 quorum sensing modulators, primary screen, JMH597 strain, luminescence/OD600 ratio; Vibrio harveyi JMH597 AI-2 luminescence/OD600 ratio, 9 h; hits give low values; strain lacks LuxN and CqsS sensors; 0 = neutral-control median; 300,000 compounds, 0.4% hits; AID 2094, 2009; activity change, % at 7.5 µM; in the data active means activity change below about -75%, passing the limit was not always enough; inconclusive means no clear call, values can overlap the other calls;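 further: luminescence divided by OD600 gain over 9 h not by final OD600 alone; inactives centre near 13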
IEC-6 tox – cytotoxicity in IEC-6 intestinal epithelial cells, primary screen, cytotoxicity control for KLF5 inhibitor project, cell-based, luminescence. IEC-6 cytotoxicity, luminescence viability. inhibition, % at 5 µM. 290,000 compounds, 0.78% hits; in the data active means inhibition above about 22%;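 further: 0% = plate median of test compound wells and 100% = cytotoxic reference compound wells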
GSK3A inh – blockers of GSK3A enzyme activity – biochemical, luminescence, cell-free homogeneous, HTS, primary screen; Glycogen synthase kinase-3 alpha (Homo sapiens), P49840; GSK-3 alpha kinase, ADP-Glo luminescence, 60 min; inhibition, % at 10 µM; 320,000 compounds, 0.1% hits; AID 2650, 2010;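 in the data active means inhibition above about 50%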;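 further: GST-tagged GSK-3 alpha with peptide substrate and 25 µM ATP; 0% = DMSO neutral wells and 100% = GW8510 positive control wells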
Target sequence (P49840 whole entry, looked up): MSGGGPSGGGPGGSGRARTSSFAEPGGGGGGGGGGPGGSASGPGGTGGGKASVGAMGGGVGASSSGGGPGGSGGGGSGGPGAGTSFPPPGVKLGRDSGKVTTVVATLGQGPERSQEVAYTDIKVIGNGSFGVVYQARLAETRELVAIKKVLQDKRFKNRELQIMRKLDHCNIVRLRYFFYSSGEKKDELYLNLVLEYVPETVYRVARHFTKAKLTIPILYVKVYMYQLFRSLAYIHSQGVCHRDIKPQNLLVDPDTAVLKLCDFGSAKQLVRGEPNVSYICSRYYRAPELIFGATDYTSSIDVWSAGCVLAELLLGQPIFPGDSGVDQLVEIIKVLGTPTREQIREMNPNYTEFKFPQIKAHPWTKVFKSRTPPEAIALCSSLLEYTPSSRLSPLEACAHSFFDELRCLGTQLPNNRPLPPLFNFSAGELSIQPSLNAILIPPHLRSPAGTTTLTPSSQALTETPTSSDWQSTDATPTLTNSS
aSyn 5UTR inh – MLPCN primary screen, SNCA 5' untranslated region. inhibition, % (tested at 7.5 µM). 300,000 compounds, 0.82% hits. alpha-synuclein 5'UTR reporter, inhibitor activity; in the data active means inhibition above about 60%; inconclusive means no clear call, values can overlap the other calls;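 further: H4 neuroglioblastoma cells stably carrying SNCA 5'UTR luciferase fusion; 0% = DMSO wells and 100% = positive control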
GSK3beta inhib – human GSK3beta kinase inhibitors, primary screen, biochemical, cell-free homogeneous, HTS; GST-GSK3beta kinase, ADP-Glo luminescence, 60 min; hits give low values; 300,000 compounds, 0.038% hits; Glycogen synthase kinase-3 beta (Homo sapiens), P49841; activity score (negative = inhibition), % at 10 µM;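 active means more than half of replicate wells score below -50%, meaning over 50% inhibition versus plate controls; inconclusive means some replicates but at most half score below -50%; inactive means no replicate scores below -50%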;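 further: 0% = median DMSO wells and -100% = median GW8510 positive control wells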
Target sequence (P49841 whole entry, looked up): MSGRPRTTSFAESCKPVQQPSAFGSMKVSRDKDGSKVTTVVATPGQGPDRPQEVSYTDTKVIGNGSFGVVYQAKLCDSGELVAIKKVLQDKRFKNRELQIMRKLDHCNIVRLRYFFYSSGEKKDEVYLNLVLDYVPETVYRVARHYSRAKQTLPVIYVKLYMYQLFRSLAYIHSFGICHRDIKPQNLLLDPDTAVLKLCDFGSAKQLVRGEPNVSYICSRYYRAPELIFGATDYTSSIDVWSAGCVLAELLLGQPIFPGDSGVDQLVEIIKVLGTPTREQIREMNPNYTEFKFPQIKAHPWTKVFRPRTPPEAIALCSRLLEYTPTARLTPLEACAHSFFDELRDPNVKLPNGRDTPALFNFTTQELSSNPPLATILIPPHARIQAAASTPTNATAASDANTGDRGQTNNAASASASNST
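Test system: GST-tagged human GSK3beta kinase, cell-free; evaluation: activity score scaled between in-plate DMSO and GW8510 controls; measured by: ADP-Glo luminescence; incubation: 60 min reaction, RT; benchmarks: DMSO and 20 µM GW8510; reagent: peptide substrate plus 25 µM ATP (final); medium: Tris/MgCl2 kinase buffer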
HIF act – HIF pathway transcriptional activators, primary screen, cell-based, U2OS HRE-luciferase, luminescence. 300,000 compounds, 0.32% hits. activation, % at 7.5 µM (by protocol). U2OS HRE-luciferase reporter; normalized: DMSO 0%, desferrioxamine 100%;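 active means mean activation of at least 10% of the iron chelator positive control signal, with at least half of replicates also reaching 10%; inconclusive means mean and replicate majority disagree about reaching 10%; inactive means mean and most replicates under 10%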
Active calls of the source: *; ? = inconclusive; . = no result given; & = joins results of further samples.

A first look, 2 compounds:
SMILES	KLF5 inh	HSF1 activator	HSF1 inh	HSP90 inh	AI-2 QS mod	IEC-6 tox	GSK3A inh	aSyn 5UTR inh	GSK3beta inhib	HIF act
COC(=O)CN1C(=O)C(C)=C(c2ccc(C)cc2)S1(=O)=O	-21	5	-1	-2	6	0	1	2	-5	-0.1
Cc1c(O)ccc2c(CN3CCN(C/C=C/c4ccccc4)CC3)cc(=O)oc12	-15	-23	-12	-3	32	0	-1	33	0	0.1

All compounds of this part (from the top)
SMILES	KLF5 inh	HSF1 activator	HSF1 inh	HSP90 inh	AI-2 QS mod	IEC-6 tox	GSK3A inh	aSyn 5UTR inh	GSK3beta inhib	HIF act
COC(=O)CN1C(=O)C(C)=C(c2ccc(C)cc2)S1(=O)=O	-21	5	-1	-2	6	0	1	2	-5	-0.1
Cc1c(O)ccc2c(CN3CCN(C/C=C/c4ccccc4)CC3)cc(=O)oc12	-15	-23	-12	-3	32	0	-1	33	0	0.1
Oc1ccc2ccccc2c1CNc1ccc(Br)cc1	-18	22	15	-2	17	9	-1	16	1	-13
Cc1ccc(C(=O)NC(=S)Nn2cnnc2)cc1	-11	-16	-16	3	2	-6	-3	-22	1	-11
CCC(=O)N1CCc2cc(S(=O)(=O)CCC(=O)Nc3ccc(CC)cc3)ccc21	-46	2	9	-3	32	-2	-21	17	2	-0.5
CCCNC(=O)NC(=O)CSc1nc2ccccc2c(=O)n1Cc1ccncc1	-5	12	12	3	12	4	-3	16	0	-0.8
CCN1CCN(C(=O)C(=O)c2c(C)[nH]c3ccccc23)CC1	-26	-2	-2	1	9	4	-2	-9	1	-1.0
O=C(NNC(=O)c1cnccc1C(F)(F)F)c1ccc(Cl)cc1	9	34	5	1	19	4	-1	-18	0	-0.3
CC(=O)Nc1ccc(NC(=O)C(C)OC(=O)CCCN2C(=O)c3cccc4cccc(c34)C2=O)cc1 (stereo unspecified)	.	-1	7	.	2	.	-1	4	4	-1.3
COc1cccc(OCC(O)CN2CCN(C(c3ccccc3)c3ccccc3)CC2)c1 (stereo unspecified)	.	-4	11	.	45	.	-4	3	2	-0.3
COc1ccc2nc(NC(=O)C3COc4ccccc4O3)sc2c1 (stereo unspecified)	-128	46	25	8	-3	5	12	-80	-7	1.4
CC12CCC(C(=O)O)(C/C1=N\O)C2(C)C (stereo unspecified)	2&4	5&3	-5&-7	3&0	-10&-5	-2&1	4&-2	4&8	0&-18	-0.2&1.3
CC(=O)N1CCc2c(sc(NC(=O)CN3C(=O)c4ccccc4C3=O)c2C(N)=O)C1	-31	10	5	4	6	-6	39	-10	-52*	-0.3
Cc1ccc(NC(=O)Cn2cnc3sc(C(=O)NCCN(C)C)c(C)c3c2=O)cc1Cl	-35	4	0	0	25	2	.	22	-1	-0.4
CC1=C(C(=O)Nc2ccc(C)cc2C)C(c2ccc(C)o2)NC(=S)N1 (stereo unspecified)	-23	-3	-2	7	20	3	3	11	-2	-0.1
COC(=O)c1sc(S(=O)(=O)Nc2ccc(C)cc2)c(C(=O)OC)c1C	-6	-10	-8	1	1	1	-4	16	-2	-0.5
CC1(C)Cc2nc3sc4c(N(CCO)CCO)nnnc4c3cc2CO1	-14	10	-2	1	29	5	-1	-46	-1	1.3
COc1ccc(-c2ccc(N(C)C)cc2)cc1[C@H]1[C@@H]2C=CCC[C@@]2(C)C(=O)N1Cc1ccccc1	.	6	-1	.	30	.	0	36	3	-1.2
COc1cc(C(=O)N(C)C2CCCN(Cc3ccccc3F)C2)cc(OC)c1OC (stereo unspecified)	-8	-81	-77*	-4	18	2	-1	9	1	0.2
Cc1ccc(N2C(=O)C3C4C=CC(CNC(=S)N5CCN(c6cccc(C)c6)C(C)C5)(O4)C3C2=O)cc1 (stereo unspecified)	-18	34	8	0	17	2	2	-8	0	0.0
COc1ccc(NS(=O)(=O)c2cc(NC(=O)CNC(=O)c3cccc(OC)c3)ccc2C)cc1	-29	33	15	0	23	-12	-3	14	2	-0.7
CC1(C)CN(c2ccc(Br)cc2Br)C1=O	-1	3	-3	2	0	-2	8	6	1	-0.9
COc1cc(NS(=O)(=O)c2ccc(NC(=O)c3ccc(C)o3)cc2)nc(OC)n1	-29	-1	-8	1	79	0	-3	21	-3	0.0
Cc1cc(C)cc(NC(=O)C(c2ccccc2)N2CCCC2)c1 (stereo unspecified)	-18	10	-2	-9	-1	-5	-4	-13	0	-0.6
CC(=O)Oc1ccccc1C(=O)Nc1ccccc1C(=O)N1CCCCC1	-13	18	0	5	6	-1	-1	-40	6	-0.3
COc1ccc(/C=C2/SC(c3ccc(C)cc3)=NC2=O)cc1OC	-22	19	6	2	15	3	4	-1	3	0.2
CC(C)c1ccc(NC(=O)c2ccc3snnc3c2)cc1	-149	22	22	-3	9	0	4	-117	-1	3.4
C/C(=N\NC(=O)Cc1ccccc1)c1ccc(Cl)s1	-52	4	0	-4	23	-1	-3	-3	3	0.8
Cc1cc(C)cc(NC(=O)Cn2nnc(C(=O)NCc3ccccc3Cl)c2N)c1	-19	-50	-34	3	10	2	-2	24	4	-1.1
O=C(COC(=O)c1n[nH]c2ccccc12)c1ccc(F)c(F)c1	.	24	21	.	13	.	2	-23	-1	1.1
NC(=O)CC(NC(=O)c1ccccc1)c1ccc(NCCOc2ccccc2)c([N+](=O)[O-])c1 (stereo unspecified)	.	23	6	.	12	.	4	6	1	0.7
CCOC(=O)c1ccoc1CSCc1ccc(C(=O)OC)o1	-42	13	6	-1	12	-4	-4	-10	0	1.2
CCc1ccc(NC(=O)NCc2cccnc2)cc1	-32	23	-2	-4	11	5	-2	-23	0	0.2
N#Cc1nc(/C=C/c2ccccc2)oc1NCCCN1CCOCC1	-23	15	-4	-2	16	-4	-2	-82	2	1.4
Cc1ccc(C(=O)OCC(=O)Nc2ccc3c(c2)OCO3)o1	-5	10	-4	-4	21	-4	-1	35	1	0.4
NS(=O)(=O)c1ccc(CNc2nc(-c3cccnc3)nc3ccccc23)cc1	-7	11	7	-1	19	0	14	22	-9	0.1
COc1ccc(O)c(C2=Nc3ccccc3N=C(c3ccco3)C2)c1	-58	37	15	1	15	3	1	0	0	0.9
BrC(/C=N/N1CCN(Cc2ccccc2)CC1)=C/c1ccccc1	-28	29	6	-1	3	2	-2	-15	-1	0.1
Cc1ccccc1NC(=O)c1ccc(OCC(=O)Nc2ccccc2F)cc1	13	25	4	-2	10	0	0	16	0	0.0
Cc1cc2c(cc1S(=O)(=O)N1CCCC1)n(C)c(=O)c(=O)n2C	-15	18	1	-3	17	-2	-1	-8	-1	0.3
COc1ccc(CCNc2ncccc2C#N)cc1OC	-85	34	10	-1	73	-5	0	-114	1	2.8
CCOC(=O)CSc1nc(-c2ccccc2)nc2ccc(C)cc12	-5	-5	1	-2	2	-9	-2	8	-2	-0.3
COc1cc(C(C)=O)ccc1OCCCOc1cccc2cccnc12	-21	42	6	-7	25	1	4	-7	1	-1.3
CCOC(=O)C1(C)/C(=N/Nc2ccc(Cl)cc2)C(=O)C(=O)N1c1ccccc1 (stereo unspecified)	-52	5	2	5	8	0	-2	0	-1	0.9
Cc1cc(C)nc(N/N=C/c2ccccc2OCc2cccc(Br)c2)n1	-18	7	5	1	10	4	-1	-32	3	0.7
Cc1ccc(OCc2nnc(SCC(=O)Nc3ncc(C)s3)o2)cc1	4	?	16	5	1	2	-2	-19	-1	0.1
COc1ccc(-c2cc(C(F)(F)F)n3nc(C(=O)NCCCN4CCOCC4)cc3n2)cc1	-8	0	6	-1	4	-4	-2	5	-2	-0.3
COc1ccc(OC)c(C2C(C(=O)c3cc4ccccc4o3)=C(O)C(=O)N2c2cc(C)on2)c1 (stereo unspecified)	-14	4	-6	5	3	-6	-7	3	-2	-0.1
Cc1cc(Br)c(NC(=O)COC(=O)CSc2nnc(-c3ccc(Cl)cc3)o2)c(Br)c1	-25	2	6	2	5	0	0	-1	1	-0.1
CC(=O)N1c2c(ccc3ccccc23)C(C)CC12CCCCC2 (stereo unspecified)	-28	9	0	3	24	0	-1	7	1	0.2
CC(C)c1ccc(NC(=O)Cn2c(=O)oc3cccnc32)cc1	-34	6	-8	0	20	6	-6	0	-2	0.3
COc1cccc(-c2cc(C(=O)NCC3CCCO3)on2)c1 (stereo unspecified)	-68	17	3	-4	11	5	-1	-64	-2	2.5
CC1(C)CC(=O)C2=C(C1)Nc1ncnn1C2c1cccs1 (stereo unspecified)	-31	16	-9	1	11	2	41	-7	-18	-0.8
C=CCOc1ccc(CNCc2cccnc2)cc1OCC	-7	5	-7	6	-7	-1	1	-3	4	0.5
C=C(C)CSc1nncn1/N=C/c1ccc(OC)cc1	-73	28	1	0	30	-6	1	-187	0	3.3
CC(NC(=O)COc1ccc(/C=N/NC(=O)C(=O)Nc2ccccc2Br)cc1)c1ccccc1 (stereo unspecified)	-14	-10	-4	-2	-5	-5	-1	7	0	-0.1
CN=C(NC1CCCCC1)c1ccc(Cl)cc1	-7	-4	-8	5	11	3	0	16	-1	-0.5
COc1cc(/C=C2\CC(C(C)(C)C)C/C(=C\c3cc(OC)c(OC)c(OC)c3)C2=O)cc(OC)c1OC (stereo unspecified)	-9	53*	41	19*	-1	-2	-3	80*	-2	-0.5
Cn1c(NCc2ccccc2)cc(=O)n(C)c1=O	-10	2	1	-3	10	-1	1	9	2	-0.4
COc1cc(OC)cc(C(=O)N2CCN(C3CCCCC3)CC2)c1	-8	-9	7	0	.	1	-2	-4	.	0.4
More records:
SMILES	KLF5 inh	HSF1 activator	HSF1 inh	HSP90 inh	AI-2 QS mod	IEC-6 tox	GSK3A inh	aSyn 5UTR inh	GSK3beta inhib	HIF act
COc1ccc(NC(=O)CS(=O)c2ccc(F)cc2)cc1 (stereo unspecified)	-17	-10	3	1	2	-1	0	-5	2	-0.1
Cc1cccc(OCC(=O)N(Cc2ccco2)C2CCS(=O)(=O)C2)c1 (stereo unspecified)	-22	21	-6	3	28	5	0	8	3	-0.2
CN1CCN(S(=O)(=O)c2cccc(C(=O)N(Cc3nnc(-c4ccc(Cl)cc4)o3)C3CC3)c2)CC1	.	2	3	.	4	.	1	18	-2	-0.3
Nc1nc(C(=O)N2CCOCC2)nn1C(=O)c1ccc(Cl)cc1	-23	6	1	-4	16	7	1	2	3	0.0
O=C(c1ccco1)N1CCN(c2ccc(Cl)c(Cl)c2)CC1	-39	99*	58	1	-11	-2	-1	-121	-1	1.6

Not a hit list, and some 4.7% of all compounds hit somewhere here.
